PGC1a acetyl inh: lowers PGC1a acetylation signal in U2OS cells; 350,000 compounds, 0.17% hits; inhibition, % at 15.6 µM; AlphaScreen anti-acetyl-lysine; with virally co-expressed GCN5 acetyltransferase;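 active means every replicate shows inhibition of at least 40%; inconclusive means mean inhibition at least 40% but some replicate below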;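 further: 0% = neutral control wells and 100% = positive control wells; some results beyond the cut were filed as inactive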
Cneo AK release: Cryptococcus neoformans lysis via adenylate kinase release; C. neoformans lysis, adenylate kinase release luminescence, 4 h; normalised: neutral wells 0, clomiphene wells 100; lysis activity, % at 15 µM; 360,000 compounds, 0.2% hits;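 active means mean lysis activity across replicates of at least 80%, whatever share of replicates individually reach that level; inactive means mean lysis activity below 80%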
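Schedule: static 4 h at 37 °C with compound, 1 h detection; system: C. neoformans cells; benchmarks: Clomiphene as positive control; buffer or medium: fresh YPD medium; measure: luminescence rise reflecting yeast cell lysis; measured by: luminescent adenylate kinase detection reagent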
LGR2 antag: inhibitors of bursicon-induced Drosophila LGR2 receptor cAMP signaling; HEK293 LGR2, CRE-luciferase, bursicon-stimulated, 4 h; inhibition, % at 9.99 µM; 380,000 compounds, 0.35% hits;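 active means drop in luminescence signal, shown as inhibition above about 50% in the replicate tests, limit read from the data, passing the limit was not always enough; inconclusive means probably only some replicates passing the limit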;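 further: agonist challenge used bursicon conditioned medium at about half maximal strength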
Statin myotox sup: suppressors of simvastatin-induced myotoxicity in C2C12 myotubes. ATP luminescence, 48 h; scaled: DMSO 0, geranylgeraniol control 100. rescue of ATP level, % at 7.49 µM. 330,000 compounds, 0.78% hits;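 active means mean ATP rescue above about 67%, or every replicate alone reaching that limit, limit read from the data, passing the limit was not always enough; inconclusive means no clear call, values can overlap the other calls; inactive means mean under the limit and some replicate under it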;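 further: myotubes were challenged with 10 µM simvastatin during compound exposure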
ERAP1 HTS inh: ERAP1 (human) enzyme inhibition; Q9NZ08; recombinant ERAP1, Leu-AMC fluorescence, 60 min; inhibition, % at 10.7 µM; 340,000 compounds, 0.15% hits;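 active means mean replicate inhibition of at least 30%, or all replicates individually reaching that 30% level; inactive means mean below 30% and not every replicate reaching it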;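 further: 0% = neutral control wells and 100% = L-leucinethiol positive control wells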
XiGFP reactiv: activators of X-chromosome reactivation in mouse fibroblasts | XiGFP mouse fibroblasts, % GFP-positive cells imaging, 3 d; cells co-treated with 5-aza-dC sensitizer; scaled so ellipticine positive control = 100% | 360,000 compounds, 0.055% hits | activation, % at 7.58 µM | AID 743238;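 active means mean normalized replicate activation at least 10% and every replicate at or above 10%; inconclusive means only one of the two criteria met; inactive means mean below 10% and not all replicates reach 10%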;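 further: 0% = median of on-plate neutral control wells and 100% = ellipticine 6 µM median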
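Assay system – SV40-immortalized XiGFP fibroblast cells, line 68-5-11 · Buffer or medium – DMEM supplemented with 5-aza-dC as sensitizing agent · Dosing – one concentration, pinned · Benchmarks – positive control ellipticine, 6 µM final · Times – 3 days compound exposure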
S100A4 inh HTS: S100A4-myosin IIA interaction inhibition | P26447 | S100A4/TAMRA-MyoIIA peptide fluorescence polarization | inhibition, % at 10.7 µM | 360,000 compounds, 0.14% hits;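 active means mean inhibition of at least 70% across replicates, with every replicate also reaching that level; inconclusive means mean inhibition reaches 70% but some replicates fall short; inactive means mean inhibition below 70%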
Target sequence (P26447 whole entry, looked up): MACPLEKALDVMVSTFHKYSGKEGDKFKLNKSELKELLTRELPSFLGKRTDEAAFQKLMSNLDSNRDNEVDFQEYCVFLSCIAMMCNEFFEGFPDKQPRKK
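assay system = human S100A4 monomer with TAMRA-labelled myosin IIA peptide | also added = labelled myosin peptide probe, 5 nM | incubation = 5 min between mix addition and reading | control set = DMSO and TFP controls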
SIRT5 inh: sirtuin-5 (human) deacylase inhibition. Q9NXA8. Purified SirT5, succinyl-peptide AMC, trypsin-coupled fluorescence. inhibition, % at 15 µM. 330,000 compounds, 1.1% hits; in the data active means inhibition above about 15%; inconclusive means no clear call, values can overlap the other calls
Target sequence (Q9NXA8 whole entry, looked up): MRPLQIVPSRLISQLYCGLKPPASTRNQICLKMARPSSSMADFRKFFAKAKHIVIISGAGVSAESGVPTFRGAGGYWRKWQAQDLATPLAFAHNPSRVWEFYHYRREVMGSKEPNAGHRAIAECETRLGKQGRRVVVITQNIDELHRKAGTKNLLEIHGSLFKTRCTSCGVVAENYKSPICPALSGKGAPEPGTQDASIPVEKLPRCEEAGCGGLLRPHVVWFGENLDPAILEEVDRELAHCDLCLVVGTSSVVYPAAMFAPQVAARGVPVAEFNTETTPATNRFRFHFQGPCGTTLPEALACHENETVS
Numbers without * were called inactive; ? = inconclusive; / = not tested or not shown. A portion of the library, so the mix of outcomes need not match the whole.

SMILES | PGC1a acetyl inh | Cneo AK release | LGR2 antag | Statin myotox sup | ERAP1 HTS inh | XiGFP reactiv | S100A4 inh HTS | SIRT5 inh
C/C=C/c1cnc2c(c1)C(=O)N([C@H](C)CO)C[C@H](C)[C@@H](CN(C)C(=O)c1ccc3c(c1)OCO3)O2 | 4 | 6 | 1 | 3 | 2 | -1.4 | -32 | -2
COc1ccc(N(C(=O)CNC(=O)c2ccco2)C(C(=O)NCC2CCCO2)c2ccccc2)cc1Cl (centres undefined) | -1 | 3 | -1 | 48 | 5 | -0.1 | -6 | -4
Cn1c(-c2c(N)n(CCc3ccccc3)c3nc4ccccc4nc23)nc2ccccc21 | -17 | -6 | -7 | / | -6 | / | 1 | -2
CCC(C)(C)NC(=O)c1cccc(NC(=O)C(C)C)c1 | 7 | / | 20 | / | 1 | 0.0 | -1 | -3
COc1cc(OC)cc(C(=O)OCC(=O)Nc2cccc(S(=O)(=O)NC3=NCCCCC3)c2)c1 | / | 0 | 10 | 4 | -3 | 0.0 | -16 | -3
CCOC(=O)c1sc(N)c(C(=O)Nc2ccccc2)c1C | / | 1 | -39 | 3 | 2 | -0.1 | -8 | 2
CC1CCC2(CC1)NC(=O)N(CC(=O)N1CCN(C(=O)c3ccco3)CC1)C2=O (centres undefined) | 10 | 1 | -6 | 7 | -3 | 0.1 | 4 | 8
Cc1cc2cc(CNC(=O)c3ccc(S(=O)(=O)N4CCCCC4)cc3)ccc2n1C | 7 | 0 | 4 | -25 | 2 | -0.1 | 56 | -1
CN1C[C@@H](O)COC[C@H]2O[C@H](CC(=O)NC3CCC3)CC[C@@H]21 | 3 | 1 | -5 | -12 | 1 | 0.2 | -11 | 0
CC(Oc1ccc(Cl)cc1Cl)C(=O)Nc1ccc(OCC(=O)O)cc1 (centres undefined) | -6 | / | 7 | / | -2 | 0.0 | -1 | 0
COCC(=O)Nc1ccc2c(c1)OC[C@H](C)N(C(=O)c1cccnc1)C[C@@H](C)[C@@H](OC)CN(C)C2=O | -1 | -2 | -16 | 10 | -1 | 0.1 | 0 | -9
CC(C)C#Cc1ccc([C@H]2[C@@H](CO)N(C(=O)C3CCOCC3)[C@H]2C#N)cc1 | 0 | 0 | 3 | -29 | 2 | 0.2 | 16 | 2
CC(C)CC1C(=O)N(Cc2cn(CC3CCCCC3)nn2)CCS(=O)(=O)N1Cc1ccc(-c2cccc(C#N)c2)cc1 (centres undefined) | -19 | -1 | 3 | 0 | -2 | 0.1 | -5 | 3
C[C@@H]1CN([C@H](C)CO)C(=O)Cc2cc(NC(=O)C3CCCCC3)ccc2O[C@H]1CN(C)S(=O)(=O)c1ccc(Cl)cc1 | 0 | 0 | / | 6 | 3 | 0.1 | 0 | 6
O=C(c1cccc2nccnc12)N1CCCC(Nc2ccc(F)c(F)c2)C1 (centres undefined) | -4 | 0 | 19 | / | 2 | 0.1 | -8 | -2
COc1ccc(-n2c(-c3ccccc3)cc3c2CCCC3=O)cc1 | -22 | -3 | 1 | 36 | 3 | / | -5 | 0
CCCCNC(=O)C(NC(=O)c1ccccc1)C(=O)c1ccccc1 (centres undefined) | / | / | 1 | / | / | 0.1 | 13 | -3
CCc1ccc2c(c1)C(c1ccc([N+](=O)[O-])cc1)=NNC(c1ccc(C)cc1)=N2 | / | -5 | / | / | -5 | -0.1 | -1 | -3
Cc1cccc(C)c1NC(=O)COC(=O)c1cc(-c2cccnc2)nc2ccccc12 | / | 1 | 8 | / | 7 | 0.1 | 3 | -4
CN(C)CC(=O)N1[C@@H]2Cn3c(ccc(-c4cccnc4)c3=O)[C@H]1[C@@H](C(=O)NC1CCC1)[C@@H]2CO | / | 1 | 6 | -66 | -3 | 0.0 | -5 | -22
O=C(N[C@H]1CC[C@H](CCn2cc(C3(O)CCCC3)nn2)O[C@H]1CO)C1CCCC1 | 3 | 1 | -17 | 5 | 2 | 0.0 | -5 | 0
CCc1ccc2[nH]c(=O)c(CN(Cc3ccccc3)C(=O)Nc3ccccc3OC)cc2c1 | 8 | 2 | 8 | -14 | / | / | / | /
C[C@H]1CCCCO[C@H](CN(C)C(=O)c2ccncc2)[C@@H](C)CN([C@@H](C)CO)C(=O)c2cc(NC(=O)c3ccccc3)ccc2O1 | 2 | -3 | -4 | / | 0 | 0.2 | -8 | -3
Cc1cc(C)n2nc(C(=O)OCC(=O)c3cc(C)n(CC4CCCO4)c3C)nc2n1 (centres undefined) | 2 | / | 21 | / | -5 | 0.4 | 0 | 0

Entries of single compounds from above. Order of values: PGC1a acetyl inh, Cneo AK release, LGR2 antag, Statin myotox sup, ERAP1 HTS inh, XiGFP reactiv, S100A4 inh HTS, SIRT5 inh
CCCCNC(=O)C(NC(=O)c1ccccc1)C(=O)c1ccccc1 (centres undefined) is listed as /, /, 1, /, /, 0.1, 13, -3
COc1ccc(-n2c(-c3ccccc3)cc3c2CCCC3=O)cc1 is listed as -22, -3, 1, 36, 3, /, -5, 0
CC(C)CC1C(=O)N(Cc2cn(CC3CCCCC3)nn2)CCS(=O)(=O)N1Cc1ccc(-c2cccc(C#N)c2)cc1 (centres undefined) is listed as -19, -1, 3, 0, -2, 0.1, -5, 3
C[C@H]1CCCCO[C@H](CN(C)C(=O)c2ccncc2)[C@@H](C)CN([C@@H](C)CO)C(=O)c2cc(NC(=O)c3ccccc3)ccc2O1 is listed as 2, -3, -4, /, 0, 0.2, -8, -3

Other compounds follow:
SMILES | PGC1a acetyl inh | Cneo AK release | LGR2 antag | Statin myotox sup | ERAP1 HTS inh | XiGFP reactiv | S100A4 inh HTS | SIRT5 inh
O=C(COC(=O)CNS(=O)(=O)c1ccc2ccccc2c1)Nc1ccccc1Sc1ccccc1 | / | / | 7 | / | 1 | 0.0 | -6 | -2
Cc1cccc(OCCC(=O)Nc2ccc(F)c(Cl)c2)c1 | / | / | -8 | / | 8 | -0.4 | -1 | -8
Cc1ccc(S(=O)(=O)N(CC(=O)Nc2cccnc2)c2ccccc2C)cc1 | / | 10 | -6 | 12 | -2 | 0.2 | 2 | -8
COc1ccc(C(=O)Nc2nnc(SCC(=O)NCC3CCCO3)s2)cc1OC (centres undefined) | -8 | 1 | 8 | 7 | -10 | 0.1 | 7 | -2
N#CCCN1CCN(Cc2ccccc2)CCC1=O | 2 | -1 | 9 | -7 | 0 | 0.1 | -7 | /
CC1(C(=O)O)CCCN1C(=O)c1cccc(F)c1 (centres undefined) | 2 | 0 | -4 | 0 | 5 | 0.2 | -50 | -1
CC1C=NC(S(=O)(=O)N2CC[C@@H]3[C@@H](CO)N(C)c4ccc(-c5ccccc5)cc4[C@@H]32)=N1 (some centres undefined) | 4 | 55 | -7 | 24 | -1 | 3.8 | 1 | 1
O=C(O)c1ccc(N=NN2CCCCCC2)cc1 | / | / | -16 | / | -4 | 0.0 | 4 | 8
CCc1ccc(NC(=O)CS(=O)CC(=O)Nc2ccc(N3CCOCC3)cc2)cc1 (centres undefined) | / | 0 | 2 | 19 | -2 | 0.0 | -4 | 2
CCOC(=O)c1c(NC(=O)CSc2nnnn2C)sc(C(=O)N(C)C)c1C | / | / | -36 | / | 1 | -0.2 | -1 | -1
CC(NS(C)(=O)=O)C(c1cccs1)N1CCN(c2ccc(F)cc2)CC1 (centres undefined) | -3 | 1 | 9 | -11 | 0 | / | 1 | -2
COc1ccc(N(C(C)C(=O)Nc2cccnc2)S(C)(=O)=O)cc1 (centres undefined) | / | / | -10 | / | 0 | 0.0 | 1 | 6
Cc1nc2cc(-c3ccccc3)[nH]n2c(=O)c1C | / | -4 | -28 | -18 | -2 | 0.0 | -9 | -1
Cc1ccc(NC(=O)CSc2nc3ccccc3c3nc4ccccc4n23)cc1 | -10 | 6 | 19 | -226 | / | / | / | /
CCOC(=O)c1c(-c2ccccc2)oc2ccc(OCC(O)CN(C)C)cc12 (centres undefined) | -28 | 4 | -17 | -3 | -1 | 0.4 | -4 | -21
Cc1ccnc(NC(=O)CCC(=O)N(CC(=O)NC(C)(C)C)c2ccc3c(c2)OCO3)c1 | / | -8 | 7 | 32 | 0 | 0.0 | 13 | -7
NC(=O)C1CCN(c2nc(-c3ccccc3-c3ccccc3)cs2)CC1 | -4 | 5 | 19 | 2 | -3 | 0.0 | -10 | /
CC(C)NC(=O)N(C)C[C@H]1Oc2cc(C#Cc3ccc(F)cc3)ccc2S(=O)(=O)N([C@@H](C)CO)C[C@H]1C | 7 | -1 | 5 | 17 | 1 | 1.3 | 3 | 8
CCCN1[C@H](C(=O)NCC)[C@@H](CO)[C@@H]2Cn3c(ccc(/C=C/c4ccccc4)c3=O)[C@@H]21 | / | -2 | -8 | 16 | -1 | -0.1 | 10 | -48
N#C[C@H]1[C@@H](c2ccccc2-c2ccccc2F)[C@H](CO)N1C(=O)c1cccc(F)c1 | -2 | / | -2 | / | 2 | 0.0 | 62 | 1
C/C=C(\C)CN1CCC(Oc2ccc(C(=O)NCc3ccccn3)cc2)CC1 | / | -1 | -5 | 4 | 4 | 0.3 | -13 | -2
Cc1cc(C(=O)COC(=O)c2ccc(O)cc2)c(C)n1-c1ccccc1F | / | / | -7 | / | 2 | 0.3 | -2 | 0
C[C@@H]1CN(c2ccc(N3CCNC[C@H]3C)cc2C#N)CCN1Cc1ccccc1 | / | / | 2 | / | 9 | 0.6 | -8 | -3
O=C(O)CN1C(=O)/C(=C/c2ccsc2)SC1=S | -2 | 9 | 3 | / | 6 | 0.2 | -8 | /
Cc1sc2ncnc(SCC(=O)NNC(=O)c3ccco3)c2c1C | / | / | -9 | / | 1 | 0.1 | 3 | 0
O=C(Nc1cccnc1)c1cc(-c2ccco2)on1 | 13 | -2 | -38 | 24 | / | / | / | /
CCCCN(C)CCn1c(=S)[nH]c2cc(OCC)c(OCC)cc2c1=O | -6 | 5 | 7 | -2 | -3 | 0.0 | -1 | -1
O=C(Nc1ccc(Cl)cc1)c1cc2c(cc1O)[nH]c1ccccc12 | 1 | 1 | 28 | -292 | -4 | 0.1 | -5 | -4
C[C@H]1CN([C@@H](C)CO)S(=O)(=O)c2ccc(C#CCC3CCCC3)cc2O[C@@H]1CN(C)C | -7 | 4 | / | -70 | 4 | 0.1 | -5 | -1
COc1cccc(CNC(=O)C[C@@H]2C=C[C@@H](NS(=O)(=O)c3ccccc3OC)[C@H](CO)O2)c1 | 2 | -1 | 4 | -3 | 0 | 0.7 | -2 | -7
Cc1nc2c(OCCC3CCCCC3)cccn2c1N(C)C(=O)CCC1CCCC1 | 7 | 1 | ? | -14 | 1 | 0.0 | -4 | 4
CCOC(=O)C1=C(COC(=O)/C=C/c2cccc([N+](=O)[O-])c2)NC(=O)NC1C (centres undefined) | 11 | / | -36 | / | -3 | 0.0 | -4 | -4
Cc1cc(C)cc(Nc2ncc3c(n2)CCCC3=O)c1 | -23 | -4 | 37 | 1 | / | / | / | /
CC(=O)N1CCOc2ccc(S(=O)(=O)N3CCC(C(=O)NCc4ccccc4)CC3)cc21 | 4 | -2 | -16 | 1 | -2 | 0.0 | -5 | -5
COc1cccc(CN(C)C[C@@H]2OCc3cn(nn3)CCCC(=O)N([C@@H](C)CO)C[C@@H]2C)c1 | 1 | / | -6 | 3 | / | 2.2 | / | /
O=C(COc1ccccc1F)OCC(=O)c1ccc([N+](=O)[O-])cc1 | / | 1 | -41 | -4 | 0 | 0.2 | -3 | 0

Screening data (PubChem BioAssay)
